# Bioassay records as filed in PubChem.
# AGP1-GFP MLPCN – yeast TOR pathway AGP1-GFP modulation; 320,000 compounds, 0.02% hits; S. cerevisiae AGP1-GFP multiplex flow cytometry, 3 h; GFP as percent of DMSO wells; GFP response vs DMSO, % at 10 µM;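 active means GFP response relative to DMSO above a set limit, near screen average plus 3 SD, cut at about 150% in these data; inconclusive means fewer than 70 cells counted for the yeast strain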;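 further: median GFP channel fluorescence of the gated AGP1 strain per well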
# GRK2 inh – human GRK2 inhibition via aptamer displacement; inhibition of aptamer binding, % at 10 µM; bead flow cytometry, FAM-aptamer displacement from GRK2; 330,000 compounds, 0.59% hits; P25098;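 active means inhibition of aptamer binding above 40%, roughly 3 SD of noise, on plates passing a quality check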;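 further: median bead fluorescence of bound FAM aptamer so fluorescent compounds give negative values; no value below 0 was filed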
# Target sequence (P25098 whole entry, looked up): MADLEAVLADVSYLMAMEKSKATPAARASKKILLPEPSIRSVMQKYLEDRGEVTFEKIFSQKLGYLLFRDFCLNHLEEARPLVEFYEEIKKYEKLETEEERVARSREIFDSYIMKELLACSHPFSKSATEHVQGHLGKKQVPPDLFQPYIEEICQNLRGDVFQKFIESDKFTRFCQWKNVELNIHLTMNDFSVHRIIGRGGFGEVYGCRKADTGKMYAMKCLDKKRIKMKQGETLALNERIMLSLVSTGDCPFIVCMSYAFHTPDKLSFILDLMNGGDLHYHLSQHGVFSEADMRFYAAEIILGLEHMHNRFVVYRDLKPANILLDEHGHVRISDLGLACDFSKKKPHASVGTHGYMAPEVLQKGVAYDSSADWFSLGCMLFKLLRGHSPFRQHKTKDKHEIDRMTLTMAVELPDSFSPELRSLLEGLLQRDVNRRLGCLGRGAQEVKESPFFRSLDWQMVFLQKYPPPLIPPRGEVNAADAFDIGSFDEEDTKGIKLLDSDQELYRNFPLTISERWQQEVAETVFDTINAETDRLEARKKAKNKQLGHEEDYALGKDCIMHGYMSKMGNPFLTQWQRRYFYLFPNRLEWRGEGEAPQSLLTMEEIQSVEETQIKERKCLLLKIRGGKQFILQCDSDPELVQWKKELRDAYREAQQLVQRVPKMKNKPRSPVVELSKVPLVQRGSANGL
# MCL1 BIM primary – disrupts human MCL1 binding to BIM-BH3 peptide; GST-MCL1 / FITC-Bim-BH3 fluorescence polarization; inhibition, % at 10.9 µM; 320,000 compounds, 0.68% hits; AID 2057;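 active means inhibition above the mean inhibition of all tested compounds plus 3 SD, set per campaign, cut at about 40% in these data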;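 further: 0% = DMSO wells and 100% = unlabeled Bim-BH3 peptide control; higher means more loss of mP so more displacement of Bim peptide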
# BCLXL inh – blocks human Bcl-xL binding to Bim BH3 peptide; inhibition, % at 10.9 µM; AID 2129; GST-Bcl-xL / FITC-Bim BH3 peptide fluorescence polarization; 320,000 compounds, 0.7% hits; Q07817;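 active means inhibition above the mean of all tested compounds plus 3 SD, cutoff set per campaign, cut at about 30% in these data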;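 further: 0% = DMSO wells and 100% = unlabeled Bim-BH3 peptide competitor; inhibitors lower millipolarization by displacing the labeled peptide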
# Target sequence (Q07817 whole entry, looked up): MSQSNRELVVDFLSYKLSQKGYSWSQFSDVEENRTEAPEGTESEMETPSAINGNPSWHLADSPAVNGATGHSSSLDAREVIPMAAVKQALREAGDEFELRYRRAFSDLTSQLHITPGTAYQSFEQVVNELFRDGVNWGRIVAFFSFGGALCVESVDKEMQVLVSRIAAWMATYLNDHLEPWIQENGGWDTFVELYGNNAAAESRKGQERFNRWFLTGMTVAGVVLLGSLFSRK
# Yeast superoxide – yeast age-related superoxide inhibition as caloric restriction mimetic; S. cerevisiae aged cells, superoxide DHE fluorescence; stronger effect = lower value; superoxide response (% of plate mean), % at 10 µM; 330,000 compounds, 0.18% hits;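 active means superoxide response under a set limit, about three screen SD below normal, cut at about 65% in these data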;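 further: yeast aged for seven days with compound at 30 °C before DHE staining; 100% = average MFI of all compound-treated wells on the plate with controls excluded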
# CIT2 TOR yeast – alters CIT2-GFP fluorescence in TOR pathway yeast screen; S. cerevisiae CIT2-GFP strain, flow cytometry, 3 h; 100 means same as DMSO wells; GFP response vs DMSO, % at 10 µM; 320,000 compounds, 0.065% hits; AID 2029;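 active means GFP response relative to DMSO above a set limit, near the screen mean plus 3 SD, cut at about 150% in these data; inconclusive means Fewer than 70 cells measured for a yeast strain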;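 further: ratio of well median GFP fluorescence to mean of DMSO wells on the plate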
# MEX-5 binding – C. elegans MEX-5 TCR-2 RNA binding activity | Q9XUB2 | MEX-5/FITC-TCR2 RNA binding, fluorescence polarization; stronger effect = lower value | activity score (negative = inhibition of binding), % at 10 µM | 300,000 compounds, 0.38% hits;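 active means inhibition past about -25% in most replicates, and total fluorescence under double the plate's negative control median, limit read from the data; inconclusive means replicates evenly split on the limit, or fluorescence at least double controls; inactive means too little inhibition in most replicates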;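 further: 0% = DMSO and -100% = 5 µM competing unlabeled TCR2 RNA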
# VLA-4 inh – inhibition in a human VLA-4 binding assay; 330,000 compounds, 0.2% hits; inhibition, % (about 7 µM as worked out from the volumes in the protocol); P13612; VLA-4 expressing cells, ligand binding flow cytometry; in the data active means inhibition above about 50%
# GLD-1 TGE inh – GLD-1-TGE RNA interaction inhibition (C. elegans) | Q17339 | purified GLD-1 + fluorescein TGE RNA, fluorescence polarization | inhibition, % at 5.96 µM | 320,000 compounds, 0.44% hits | AID 2280;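 active means percent inhibition above a per-plate cutoff, the plate mean of test compounds plus 3 SD, cut at about 30% in these data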;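 further: 0% = DMSO wells with GLD-1 and probe and 100% = wells lacking GLD-1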
# * marks the source's active call; other numbers are inactive results; ? = inconclusive; . = no result given.
SMILES	AGP1-GFP MLPCN	GRK2 inh	MCL1 BIM primary	BCLXL inh	Yeast superoxide	CIT2 TOR yeast	MEX-5 binding	VLA-4 inh	GLD-1 TGE inh
O=S(=O)(Nc1cccc(S(=O)(=O)N2CCCC2)c1)c1cccs1	120	0	.	.	86	113	.	0	4
Cc1cc(C)n(C(C)CC(=O)Nc2ccc3c(c2)OCCO3)n1 (centres undefined)	97	0	0	-3	108	103	-3.0	11	2
COc1ccccc1/C=N/NC(=O)CC(=O)NCc1ccccc1	102	2	-1	3	102	101	-1.4	2	-5
O=C(Cn1c2[n+](c3ccc(C(F)(F)F)cc31)CCCCC2)Nc1ccc(Br)cc1	97	0	-23	-14	115	103	-0.2	0	-5
CCOc1ccc(N2C(=O)CC(N(CCc3ccc(OC)c(OC)c3)C(=O)/C=C/C(=O)O)C2=O)cc1 (centres undefined)	117	3	-5	2	102	102	0.8	0	-1
O=C(CN1CCN(Cc2ccc(Cl)cc2)CC1)N/N=C/c1cccc(F)c1	106	1	-1	17	104	100	2.0	5	6
CC(=O)NC(=S)Nc1ccccc1C(=O)NC1CCCCC1	94	0	15	7	102	101	-2.5	8	-1
COCc1nnc(NC(=O)C2CC(=O)N(CCc3ccc(F)cc3)C2)s1 (centres undefined)	105	3	3	0	115	99	1.9	-12	11
Cc1nc2sc3c(c2c(=O)n1/N=C/c1ccco1)CCCC3	101	0	2	0	118	105	-1.6	11	7
Clc1ccc(-c2nnc3sc(Cc4cccs4)nn23)c(Cl)c1	101	0	2	7	108	96	1.9	-6	3
O=C(CSc1nnc(-c2cccnc2)n1Cc1ccco1)Nc1cccc(O)c1	91	0	4	5	89	97	1.4	-1	3
CCN1CCN(c2oc(COc3ccc(Cl)cc3)nc2C#N)CC1	105	2	-1	6	91	91	-1.4	-7	-4
c1ccc(-n2cccc2)c(N2CCCCC2)c1	.	0	-3	1	106	.	2.0	-2	6
CC(=O)c1cc(-c2ccccc2)[nH]c1N1CCCC1	91	4	22	26	106	90	-16	14	30
O=C(COC(=O)CNS(=O)(=O)c1ccc(F)c(F)c1F)Nc1ccc(OC(F)F)cc1	97	1	5	5	103	102	0.5	8	-1
Cc1csc(NC(=O)CCCC(=O)c2ccccc2)n1	109	2	12	2	96	106	-0.9	-5	4
CCOc1ccc(C(C)NC(=O)c2cccc(F)c2)cc1 (centres undefined)	96	1	0	0	115	93	0.9	14	7
O=C(NCCc1ccccc1)C1CCN(S(=O)(=O)N2CCCC2)CC1	103	0	0	2	98	96	0.5	34	2
O=C(O)/C(=C\c1ccc(C(F)(F)F)cc1)c1ccc(S(=O)(=O)N2CCCC2)s1	110	2	5	4	105	104	.	6	1
O=C(NCCS(=O)(=O)N1CCN(c2ccccc2)CC1)C1CCCC1	113	0	-1	-2	70	114	0.1	-4	-1
CC(C)CCN1CC(C(=O)N2CCN(c3ccc(F)cc3)CC2)CC1=O (centres undefined)	109	1	9	5	92	103	1.3	4	1
CCOc1cccc(C(=O)NNC(=O)CCC(=O)O)c1	106	4	1	3	110	111	-2.6	-24	1
CCC(=O)N1CCc2cc(Br)cc(S(=O)(=O)CCC(=O)N(CC)CC)c21	79	3	3	6	98	88	0.5	5	2
O=C(COC(=O)C1CC2CCCC(C1)C2=O)NC(=O)c1ccccc1 (centres undefined)	106	1	6	1	100	103	.	1	0
N/C(=N\OC(=O)c1cccc(Cl)c1)c1cccnc1	88	0	-8	3	96	87	1.6	8	3
COc1ccc(C(=O)Nc2ccccc2N2CCN(C(=O)c3ccccc3)CC2)cc1Br	96	0	5	3	110	97	-0.7	0	4
O=C(O)c1ccccc1SCC(=O)N1CCOCC1	106	2	0	-1	100	101	-1.3	9	5
CCCSc1nc(O)c(C2OC(=O)c3c2ccc(OC)c3OC)c(=O)n1C (centres undefined)	105	0	1	5	86	112	-0.4	1	-8
COc1ccc(C(CNC(=O)c2cc3ccccc3cc2OC)N2CCCC2)cc1 (centres undefined)	104	0	8	2	103	102	-0.3	8	5
Cn1cnc([N+](=O)[O-])c1C(=O)Nc1cccc([N+](=O)[O-])c1	100	1	-3	-1	94	101	-1.1	2	3
COC(=O)/C(C#N)=C/c1c(N2CCN(Cc3ccc4c(c3)OCO4)CC2)nc2c(C)cccn2c1=O	104	1	-3	0	90	94	-1.4	-1	12
O=C1C2CCCN2C(c2cccc(Br)c2)N1c1ccc(F)cc1 (centres undefined)	106	0	5	4	102	101	1.3	-13	2
CCOC(=O)N1CCN(c2c(-c3ccc(C(C)C)cc3)c(=O)c2=O)CC1	108	1	-7	1	96	110	4.2	13	4
CC(C)Cc1nc(N2CCC(C(N)=O)CC2)c2nnn(Cc3ccccc3)c2n1	105	0	2	0	121	101	-0.7	4	1
CCOC(=O)c1sc2nc(NC(=O)COc3ccccc3)sc2c1C	99	1	-1	5	117	99	1.1	18	2
O=C(COc1ccccc1Cl)NNC(=O)c1ccc(-n2cncn2)c([N+](=O)[O-])c1	107	2	3	2	125	104	.	-5	-5
CS(=O)(=O)c1ccc2nc(NC(=O)CCNC(=O)c3ccccc3Cl)sc2c1	103	0	6	1	106	106	.	9	3
O=C(O)c1ccc(NC(=S)NC(=O)c2ccc3ccccc3c2)cc1	89	0	19	8	113	100	0.9	8	-3
C=CCn1c(SCC(=O)NNC(=O)Nc2ccc(C)cc2)nnc1-c1ccccc1	100	0	-5	0	92	97	-6.6	15	-4
CCC(=O)Nc1ccc(Cl)c(NC(=O)c2ccc([N+](=O)[O-])cc2)c1	97	0	-2	2	120	104	-0.4	-4	4
Cc1ccc(S(=O)(=O)N2[C@@H](c3ccc(F)cc3)C(C(=O)O)=CC[C@H]2c2ccc3c(c2)OCO3)cc1	90	1	8	7	99	87	.	17	5
Cc1c(Br)c(C(F)(F)F)nn1CC(=O)N(C)C1CCCCC1	96	2	-6	1	102	93	0.6	-3	3
Cc1ccc(/C=N/Nc2nc3ccccc3[nH]2)s1	105	0	-7	-1	94	93	2.2	1	5
CC(C)CCNC(=O)c1nn(Cc2ccccc2)c(=O)c2ccccc12	?	0	-8	4	107	?	2.5	-3	1
COc1ccc(NC(=O)C2CCCN(S(=O)(=O)c3ccc4c(c3)CCCN4C(C)=O)C2)cc1 (centres undefined)	103	0	10	-3	86	99	0.8	11	-3
Cc1cccc(NC(NC(=O)Cc2ccccc2)C(Cl)(Cl)Cl)c1 (centres undefined)	99	0	-4	0	91	94	0.8	21	1
Cc1ccccc1NC(=O)c1cc2c(=O)n3cccc(C)c3nc2s1	104	3	2	4	94	101	-0.9	-7	5
CC(=O)Nn1cnc2c(c1=O)C1(CCCC1)Cc1ccccc1-2	97	0	-1	6	84	82	.	4	5
O=c1nc2sc3ccccc3n2c(=O)n1-c1cccc(Cl)c1	94	0	11	5	124	107	0.3	-3	-5
CCOC(=O)c1c(N)sc2c1CCSC2	92	2	13	13	115	101	1.8	-13	16

# Additional compounds:
SMILES	AGP1-GFP MLPCN	GRK2 inh	MCL1 BIM primary	BCLXL inh	Yeast superoxide	CIT2 TOR yeast	MEX-5 binding	VLA-4 inh	GLD-1 TGE inh
CCC(=O)c1ccc(OC(=O)c2ccc(Br)o2)cc1	103	0	1	-6	103	108	3.0	-1	1
O=C1N(Cc2cccnc2)C[C@@H]2C[C@@H](c3ccc4nonc4c3)N3CCC[C@@]123	105	0	17	7	93	99	-2.5	21	2
COc1ccc(/C=N/NC(=O)Nc2nonc2N)cc1	104	4	6	4	97	108	-0.4	-1	7
O=C(c1cc(S(=O)(=O)N2CCOCC2)ccc1Cl)N1CCc2ccccc2C1	104	4	-6	1	112	105	2.6	-8	10
COc1ccc(NC(=S)NC(NC(=O)c2ccc(Cl)cc2Cl)C(Cl)(Cl)Cl)c([N+](=O)[O-])c1 (centres undefined)	97	1	11	2	84	100	2.9	9	5
CC(=O)Nc1ccc(S(=O)(=O)Nc2ccc(S(=O)(=O)Nc3nc(C)cc(C)n3)cc2)cc1	104	0	-1	-2	94	103	2.0	-14	-1
Fc1ccc(/C=N/N2CCN(Cc3ccccc3)CC2)cc1	99	1	-8	0	104	96	0.7	4	-6
COc1ccc(NC(=O)CSc2nnc3n2CCCCC3)cc1S(=O)(=O)N1CCOCC1	104	2	-2	-1	97	104	.	5	-1
CN1CCN(C(=O)CN2C(=O)CC(C)(C)S(=O)(=O)c3ccccc32)CC1	102	0	0	3	103	103	-3.3	10	10
CC(=O)Nc1ccc(C(=O)n2cnc3cc(C)c(C)cc32)cc1	95	3	1	2	107	94	-1.3	15	-3
CCC(=O)Nc1ccc(NC(=O)c2oc3ccccc3c2C)cc1	76	0	6	6	105	89	-2.3	7	9
CC1(C)Cc2c(cnn2-c2cccc(F)c2)C(NC(=O)c2ccc(=O)[nH]n2)C1 (centres undefined)	102	0	2	4	99	98	-0.1	-97	2
COc1ccc(C(C(=O)NC2CCCC2)N(C(=O)c2snc(C(N)=O)c2N)C2CCCC2)cc1OC (centres undefined)	92	0	2	4	111	98	0.3	3	5
CCC(CC)C(=O)Nc1cccc(S(=O)(=O)c2cccc(NC(=O)C(CC)CC)c2)c1	98	0	-2	-2	116	92	-2.1	46	8
CCOC(=O)NC(c1cccc(Cl)c1)C1CCCCCC1=O (centres undefined)	100	2	-12	-2	95	91	-3.2	-1	-7
COc1ccc(NC(=O)c2ccc(=O)oc2)cc1	104	0	1	4	97	102	2.1	3	-1
C=CCN1C(=O)c2ccc(C(=O)N(C)CC(=O)Nc3c(C)cccc3C)cc2C1=O	96	0	-12	-15	107	86	-2.3	4	13
CC1(c2ccccc2)CC(C)(C)N(C(=O)c2cc([N+](=O)[O-])cc([N+](=O)[O-])c2)c2ccccc21 (centres undefined)	89	0	-5	-2	103	90	-5.0	18	5
COc1ccccc1-c1nc(SCC(=O)Nc2ccccc2)n[nH]1	95	3	7	0	115	.	1.9	2	1
O=C(Nc1nnc(-c2ccccc2Cl)s1)C1CCN(S(=O)(=O)c2ccc(Cl)cc2)CC1	92	3	7	2	113	88	0.2	7	2
CC(O)(CS(=O)(=O)c1ccc(Br)cc1)c1ccccc1 (centres undefined)	103	2	-3	3	108	104	-1.8	-13	-5
CN(CC(=O)Nc1ccc(F)c(F)c1F)C(=O)c1ccc2c(c1)OCCO2	106	0	0	-2	108	94	-3.2	-3	0
C=CCN1CCCC1CNC(=O)c1cc2[nH]nnc2cc1OC (centres undefined)	103	1	12	5	90	90	.	12	-5
Cc1ccc(NC(=S)N2CCC(NC(=O)c3ccc(F)cc3)CC2)cc1	100	1	8	0	100	99	2.1	-19	3
CC(=O)N1CCN(S(=O)(=O)c2ccc(Cl)cc2F)CC1	104	1	4	-1	102	98	2.2	-5	1
Cn1c(=O)c(=O)n(C)c2cc(S(=O)(=O)N3CCN(Cc4ccccc4)CC3)ccc21	101	1	5	5	91	91	2.3	-1	-1
